HTT ATP protect: Huntington cell model cytoprotection by ATP luminescence | PC12 HTT-Q103 induced, cytoprotection, ATP luminescence, 40 h | Potency, µM (doses to about 56.4 µM), inactives show cytoprotection (ATP increase), most hits filed as activators | 230,000 tested, 0.14% active;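 further: % of control where 0% means no effect; nearly all actives have a fitted effect of over 45% in size; toxic huntingtin expression switched on by the ecdysone agonist tebufenozide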
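PC12 cells stably carrying ecdysone-inducible Htt exon 1 (Q103)–GFP were induced with 100 nM tebufenozide (final) alongside library compounds in a dose series. Cytoprotection was scored as retained ATP by ATPlite luminescence.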
Tau ThT inhib: inhibitors of human tau fibril formation, thioflavin T binding. P10636. recombinant tau K18 P301L, heparin-induced fibrillization, ThT fluorescence. Potency, µM (doses to about 57.4 µM), for the others: top-dose activity, negative = inhibition, hits mostly inhibitors. 270,000 tested, 2.1% active. AID 1460; further: on the % scale 0 is the no-effect control and ±100 the full control effect; nearly all actives have a fitted effect of over 55% in size
Target sequence (P10636 561-689 P618L limits assumed): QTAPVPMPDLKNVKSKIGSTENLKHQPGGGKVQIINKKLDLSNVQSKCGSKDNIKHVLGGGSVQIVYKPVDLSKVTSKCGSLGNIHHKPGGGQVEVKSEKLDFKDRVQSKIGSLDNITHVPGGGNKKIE
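Tau K18 P301L fragment (15 uM unlabeled plus 0.24 uM Alexa 594-labeled) in 100 mM sodium acetate pH 7 with compound, fibrillization induced by 20 uM heparin for 6 hr at 37 C. Thioflavin T (30 uM) added, fluorescence read after 1 hr (ex 450, em 510 nm).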
GAA inhib: inhibitors of human lysosomal alpha-glucosidase; purified human GAA, 4-MU-alpha-glucoside fluorescence; P10253; Potency, µM (titrated, usually from 76.9 µM), without a hit: at the top dose activity change, negative = inhibition, hits mostly inhibitors; 200,000 tested, 0.005% active;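 further: plate controls were uninhibited enzyme wells for no effect and no-enzyme background for full effect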
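Fluorescence at Ex 365/Em 440 nm from 4-methylumbelliferone reported enzyme activity after 20 min at room temperature. Reactions used 4 nM enzyme and 400 uM substrate at pH 5.0; curves fitted with the Hill equation.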
GLA spleen mod: inhibits or activates alpha-galactosidase in human spleen homogenate; P06280; human spleen homogenate, 4MU-alpha-Gal fluorescence, 40 min; Potency, µM (highest dose often 80 µM), for inactives: at the top dose activity change, negative = inhibition, hits mostly inhibitors; 240,000 tested, 0.008% active; AID 2107;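 further: 0% = enzyme with vehicle and -100% = no enzyme basal signal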
Target sequence (P06280 32-429 limits assumed): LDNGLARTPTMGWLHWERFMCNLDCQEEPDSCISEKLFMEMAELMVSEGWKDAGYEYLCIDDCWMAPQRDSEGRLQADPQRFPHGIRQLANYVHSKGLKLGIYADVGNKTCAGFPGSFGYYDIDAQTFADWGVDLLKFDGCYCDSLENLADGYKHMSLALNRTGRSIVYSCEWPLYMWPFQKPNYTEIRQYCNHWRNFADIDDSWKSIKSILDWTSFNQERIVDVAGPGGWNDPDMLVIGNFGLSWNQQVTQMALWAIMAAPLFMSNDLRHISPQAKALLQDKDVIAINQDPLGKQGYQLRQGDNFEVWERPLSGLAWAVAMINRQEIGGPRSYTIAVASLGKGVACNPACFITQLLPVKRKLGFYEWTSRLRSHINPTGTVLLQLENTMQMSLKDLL
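Inhibition or activation of alpha-galactosidase in human spleen homogenate is scored by 4-MU fluorescence after 40 min at 37C, pH 5.0, with 1 mM substrate. AC50s come from concentration-response fitted to the Hill equation.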
Tau fibril FP: tau fibrillization inhibition (FP). P10636. K18 P301L tau heparin fibrillization, Alexa594 FP, 6 h. Potency, µM (highest dose often 57.7 µM), for inactives: at the highest dose activity, negative = inhibition, most hits filed as inhibitors. 280,000 tested, 0.39% active; further: on the % scale 0 is the no-effect control and ±100 the full control effect; nearly all actives have a fitted effect of over 55% in size
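Read-out: fluorescence polarization of Alexa 594-labeled tau (0.24 uM), 555 nm excitation, 632 nm emission. Mixtures held 15 uM unlabeled K18 P301L, compound and 20 uM heparin, pH 7 acetate buffer, incubated 6 hr at 37 C.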
aGlu spleen mod: inhibits or activates alpha-glucosidase in human spleen homogenate; P10253; human spleen homogenate, 4-MU-alpha-glucoside fluorescence; Potency, µM (titrated, usually from 79.9 µM), for inactives: top-dose activity change, negative = inhibition, most hits filed as inhibitors; 240,000 tested, 0.006% active; AID 2112;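 further: 0% = enzyme with vehicle and -100% = no enzyme basal signal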
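Compounds were titrated against alpha-glucosidase in spleen homogenate at pH 5.0, with 1 mM 4-methylumbelliferyl substrate for 40 min at 37 C. Reactions were quenched with pH 10 NaOH/glycine and fluorescence measured.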
GAA glycogen mod: inhibitors or activators of human alpha-glucosidase glycogen cleavage; Potency, µM (highest dose often 76.4 µM), without a hit: top-dose activity change, negative = inhibition, actives largely listed as inhibitors; 300,000 tested, 0.38% active; AID 2100; P10253; recombinant GAA, glycogen substrate, Amplex Red glucose oxidase fluorescence;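 further: 0% = full enzyme reaction and -100% = no-enzyme basal signal; the screen sought inhibitors and activators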
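Recombinant human alpha-glucosidase (4 nM final) hydrolysed bovine liver glycogen (30 ug) for 40 min at 37 C in pH 5.0 citrate/phosphate with 0.01% Tween-20. Released glucose detected by glucose oxidase/Amplex Red, Ex 573/Em 610 nm. Compounds up to 77 uM; AC50 from Hill fits.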
Tau fluor counter: counter-screen for tau fibril formation inhibitors; tau K18 P301L (four-repeat tau fragment) Alexa594 fluorescence, heparin fibrillization; Potency, µM (highest dose often 57.7 µM), inactives show at the highest dose activity change, negative = decrease; AID 1463; 280,000 tested, 0.93% active; further: on the % scale 0 is the no-effect control and ±100 the full control effect; nearly all actives have a fitted effect of over 55% in size
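Human K18 P301L tau (15 uM unlabeled plus 0.24 uM Alexa 594-labeled, final) in 100 mM sodium acetate pH 7 was mixed with compound and 20 uM heparin and incubated 6 hr at 37 C.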
Active calls of the source: *; ? = inconclusive; . = not tested or not shown; [ ] = remark or other dose. The call rests on the fitted dose curve; in most records, active means well fitted curve in the direction sought with a large enough effect; inconclusive means small, poorly fitted or top-dose-only effect, or another doubt; inactive means no such curve, though single readings can be large; an effect the other way counts as inactive or inconclusive. Potency means the concentration at half of the fitted maximal effect.

SMILES	HTT ATP protect	Tau ThT inhib	GAA inhib	GLA spleen mod	Tau fibril FP	aGlu spleen mod	GAA glycogen mod	Tau fluor counter
CSCc1ccc(C(=O)NCc2ccc(C)cc2)cc1	1%[10 µM]	8%	-6%	2%	?	3%	7%	-3%
Cc1ccsc1C=Nc1ccc(O)cc1	-6%	3.5µM*	-5%	-12%	11µM*	-3%	?	?
N#CC1=C(S)N(c2ccccc2)C(c2ccc(-c3ccccc3Cl)o2)NC1=O (configuration not stated)	-7%[10 µM]	?	2%	-5%	?	-5%	-3%	?
Cc1ccc(CCP(=O)(O)CN2CCOCC2)cn1	-11%	-9%	-3%	4%	-2%	1%	3%	1%
O=C(N/N=C/c1ccc2c(c1)OCO2)C(=O)Nc1ccccc1	14%[10 µM]	-19%	.	-7%	-5%	-4%	2%	-15%
Cc1sc(NC(=O)C2CCCO2)c(C(N)=O)c1C (configuration not stated)	1%[10 µM]	?	-2%	1%	-8%	-22%	0%	-8%
CCN(CC)S(=O)(=O)c1cccc(C(=O)N2CC(O)CC2C(=O)O)c1 (configuration not stated)	?	11%	-1%	2%	3%	-3%	8%	7%
O=C(O)CSCC(=O)Nc1cc(C(F)(F)F)ccc1Cl	4%[10 µM]	-1%	-13%	-2%	-1%	3%	0%	2%
CNC(=S)N(CCc1c(C)[nH]c2ccc(Cl)cc12)Cc1cccs1	-15%	-12%	-8%	5%	?	10%	-16%	16µM*[quencher]
CCOC(=O)C1=NNC(C(=O)c2ccc(Cl)cc2)C1c1ccc(OC)cc1 (configuration not stated)	-19%	-6%	-11%	-14%	2%	-1%	-3%	-6%
O=C(Cc1ccc(Cl)cc1)Nc1ccc(S(=O)(=O)Nc2cnc3ccccc3n2)cc1	4%[1.9 µM]	-5%	9%	1%	-1%	5%	-11%	-10%
CC1Oc2ccccc2C=C1/C=N/Nc1ccc(C(=O)O)cc1 (configuration not stated)	10%[10 µM]	?	.	6%	0%	-13%	?	?
CCC(=O)N1CCc2cc(S(=O)(=O)Nc3ccc4c(c3)OCCO4)ccc21	26%	-2%	?	-1%	-1%	-10%	0%	-10%
CC1(C)CC2(CC(c3ccc(F)cc3)c3ccc(O)cc3O2)NC(=S)N1 (configuration not stated)	11%[10 µM]	.	.	-8%	-12%	-4%	-2%	-17%
COc1ccc(C(=O)N/N=C(\C)CC(=O)N2CCN(C=O)CC2)cc1	0%[1.9 µM]	?	-13%	-2%	?	-1%	-26%	-7%
Cc1ccc(S(=O)(=O)NNC(=O)C(=O)NNc2ccccn2)cc1	-6%	-14%	0%	-1%	?	-8%	3.5µM*	-9%
c1ccc(-n2cnc3cc(NCc4ccco4)ccc32)cc1	-114%[inhibitor]	?	13%	1%	12%	0%	?	-29%
Cc1cc(OCC(=O)Nc2ccc(S(=O)(=O)N3CCN(C)CC3)cc2)cc(C)c1Cl	-2%[0.074 µM]	8%	-6%	-3%	2%	-2%	-3%	-18%
Cn1c(SCC(=O)Nc2ccccc2F)nnc1-c1cccnc1	-7%[10 µM]	?	2%	2%	-11%	-8%	1%	-3%
CCOc1ccc(OCC)c(NC(=O)CN2CCN(c3cccc(C)c3C)CC2)c1	6%[10 µM]	-14%	?	2%	0%	-1%	-13%	-4%
OC1CCCN(Cc2ccccc2)C1 (configuration not stated)	13%	-6%	-10%	1%	3%	1%	-3%	-1%
CC(=O)Nc1ccc(S(=O)(=O)N(Cc2ccccc2)C(C)C)cc1	-17%	5%	-16%	3%	-16%	-3%	0%	-19%
COc1cc(/C=N/NC(=O)C23CC4CC(CC(C4)C2)C3)cc(Br)c1O	-10%[10 µM]	-16%	-11%	-1%	5%	5%	0%	-21%
CCOC(=O)C1=C(C)Nc2sc(C(=O)c3ccc(Br)cc3)c(N)c2C1c1ccc(C(=O)OC)cc1 (configuration not stated)	-30%	-4%	-7%	7%	?	-3%	-30%	?
Cc1ccc(N(CC(=O)N2CCN(c3cccc(Cl)c3)CC2)S(=O)(=O)c2c(C)noc2C)cc1	.	-7%	.	.	-5%	.	-16%[76.3 µM]	-13%
COc1ccc([N+](=O)[O-])cc1N(CC(=O)NCC1CCCO1)S(C)(=O)=O (configuration not stated)	23%[10 µM]	3%	3%	-1%	1%	0%	-3%	1%
COCCCN1C(=O)N(c2ccccc2)C(=O)C1CC(=O)Nc1ccc(F)cc1 (configuration not stated)	.	5%	.	.	3%	.	3%	2%
COc1ccc(NC(=O)CN2CCC(C(N)=O)(N3CCCCC3)CC2)cc1	16%	-4%	-6%	2%	-6%	-3%	7%	-8%
Fc1ccc(NCc2nnc(SCc3ccccc3)o2)cc1	-12%[10 µM]	?	-1%	6%	9%	10%	-19%	?
N/C(=N\OC(=O)c1ccc2c(c1)OCO2)c1ccc([N+](=O)[O-])cc1	.	?	-19%	-4%	6%	3%	7%	-5%
CNC(=S)NNC(=O)COc1ccc(C)c(C)c1	2%[10 µM]	-14%	-7%	2%	-1%	-22%	-19%	-8%
O=C(N/N=C/c1ccccn1)c1cc(-c2ccccc2Cl)n[nH]1	-62%[inhibitor]	?	3%	1%	?	1%	-5%	-22%
Cc1ccc(CN2C(=O)CCC2C(=O)NCc2ccco2)cc1 (configuration not stated)	17%	1%	-8%	-2%	-1%	-10%	8%	2%
Cc1nn(Cc2ccc(F)cc2)c(C)c1NC(=O)c1cnn2c1NC(c1cccs1)CC2C(F)(F)F (configuration not stated)	-51%[inhibitor]	-10%	?	2%	-7%	-8%	-2%	-14%
CC(=O)Nc1ccccc1C(=O)C(=O)Nc1ccccc1	9%[10 µM]	3%	-6%[15.4 µM]	12%	-3%	4%	2%	-7%
C=CCOc1ccccc1CN1CCCC(CCC(=O)N(C)CCc2ccccn2)C1 (configuration not stated)	29%[10 µM]	-6%	.	1%	8%	1%	-1%	4%
O=C(CSc1nnc2n1CCCCC2)Nc1ccc(N2CCOCC2)cc1	12%[10 µM]	-7%	.	8%	0%	4%	-15%	1%
COc1cccc(NC(=O)CSc2nnc(CN3CCOCC3)n2C)c1	14%	0%	2%	5%	2%	0%	4%	4%
CCOC(=O)c1cc(NC(=O)N(C(C)C)C(C)C)c(C)nc1C	18%	-12%	-13%	1%	-1%	5%	2%	-6%
O=C(CC1CCCCC1)Nc1ncn[nH]1	-4%	5%	-2%	4%	7%	6%	0%	5%
c1cncc(CSc2nnc3ccc(-c4cccs4)nn23)c1	-15%	-5%	-3%	-3%	-5%	-9%	8%	-5%
Cc1cc(C(=O)N2CCN(S(C)(=O)=O)CC2)cs1	-5%	-3%	0%	5%	-4%	-2%	11%	-3%
COc1cccc(-c2[nH]c3c(c2-c2c(-n4cccc4)n(C)c(=O)[nH]c2=O)c(=O)[nH]c(=O)n3C)c1	.	-1%	.	.	-2%	.	7%[76.3 µM]	-4%
CC(C)(C)NCCOCCOc1ccc(Cl)cc1C(C)(C)C	-14%[10 µM]	-1%	7%	5%	8%	-17%	2%	3%
O=C(NC(=S)Nc1ccc(-c2nc3ncccc3o2)cc1)c1ccccc1F	-44%	?	10%	?	-11%	27%	-2%	-1%

Part of the list above, with each value named.
SMILES: CC(C)(C)NCCOCCOc1ccc(Cl)cc1C(C)(C)C
  HTT ATP protect = -14%[10 µM]; Tau ThT inhib = -1%; GAA inhib = 7%; GLA spleen mod = 5%; Tau fibril FP = 8%; aGlu spleen mod = -17%; GAA glycogen mod = 2%; Tau fluor counter = 3%
SMILES: Cc1nn(Cc2ccc(F)cc2)c(C)c1NC(=O)c1cnn2c1NC(c1cccs1)CC2C(F)(F)F (configuration not stated)
  HTT ATP protect = -51%[inhibitor]; Tau ThT inhib = -10%; GAA inhib = ?; GLA spleen mod = 2%; Tau fibril FP = -7%; aGlu spleen mod = -8%; GAA glycogen mod = -2%; Tau fluor counter = -14%
SMILES: O=C(N/N=C/c1ccccn1)c1cc(-c2ccccc2Cl)n[nH]1
  HTT ATP protect = -62%[inhibitor]; Tau ThT inhib = ?; GAA inhib = 3%; GLA spleen mod = 1%; Tau fibril FP = ?; aGlu spleen mod = 1%; GAA glycogen mod = -5%; Tau fluor counter = -22%
SMILES: Cc1ccc(CN2C(=O)CCC2C(=O)NCc2ccco2)cc1 (configuration not stated)
  HTT ATP protect = 17%; Tau ThT inhib = 1%; GAA inhib = -8%; GLA spleen mod = -2%; Tau fibril FP = -1%; aGlu spleen mod = -10%; GAA glycogen mod = 8%; Tau fluor counter = 2%

Remaining list, next part
SMILES	HTT ATP protect	Tau ThT inhib	GAA inhib	GLA spleen mod	Tau fibril FP	aGlu spleen mod	GAA glycogen mod	Tau fluor counter
Cc1c(NC(=O)CN2c3cccc4cccc(c34)S2(=O)=O)c(=O)n(-c2ccccc2)n1C	-11%[0.074 µM]	1%	1%	1%	12%	-5%	-2%	0%
Cc1cccc(OCc2nnc(NC(=O)Cc3cccs3)s2)c1	10%[10 µM]	-2%	-2%	-3%	-1%	-7%	-10%	-2%
Cc1ccc(S(=O)(=O)N(C)C)cc1-n1c(SCC(=O)Nc2ccc(F)c(F)c2F)nc2ccccc2c1=O	5%[10 µM]	-2%	-6%	-1%	?	-2%	-1%	-21%
Cc1cc(O)c(C=O)c2c1C(=O)Oc1c(C)c(O)c3c(c1O2)C(O)OC3=O (configuration not stated)	?	7.9µM*	.	-29%	?	-1%	.	?
Cc1ccc(-n2ncc(C#N)c2/N=C/N(C)C)cc1	-10%	-1%	-4%	-4%	-3%	-4%	3%	-1%
COc1ccc(C2C(C(C)=O)=C(O)C(=O)N2C)c(OC)c1 (configuration not stated)	-22%	-12%	-5%	0%	-11%	-2%	-14%	-5%
Cc1ccc(NS(=O)(=O)c2cccc(C(=O)O)c2)cc1S(=O)(=O)N1CCCCC1	-1%[10 µM]	0%	-4%	3%	3%	-8%	1%	-3%
COC(=O)Nc1sc2c(c1C(=O)NC1CC1)CCCCCC2	-15%	-10%	-2%	-5%	2%	-4%	-24%	-7%
